Bim-Bcl-B = human Bim-Bcl-B interaction inhibition; Q9HD36; bead-based flow cytometry, Bim peptide-Bcl-B binding; inhibition, % at 10 µM; 190,000 tested, 0.073% active; AID 951;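 also: 0% = tracer peptide without compound and 100% = reference inhibitor peptide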
Target sequence (Q9HD36 whole entry, looked up): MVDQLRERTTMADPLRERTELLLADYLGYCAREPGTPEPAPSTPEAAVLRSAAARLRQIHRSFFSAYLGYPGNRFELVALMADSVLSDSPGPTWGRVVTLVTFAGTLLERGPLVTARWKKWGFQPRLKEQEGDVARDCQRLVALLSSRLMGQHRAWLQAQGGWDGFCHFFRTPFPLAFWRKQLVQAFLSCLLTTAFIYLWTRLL
ABCG2 inh = human ABCG2 inhibition, ABCB1 as counter-screen | Q9UNQ0 | IgMXP3 cells, JC-1 efflux, flow cytometry | inhibition, % at 6.6 µM | 190,000 tested, 0.1% active | AID 1325;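 active = inhibition above 80%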;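 also: 0% = DMSO and 100% = nicardipine control wells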
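test system = two drug-resistant human cell lines, ABCG2 and ABCB1 | amount = 3 million cells/mL final, two lines in 1:1 ratio | reagent = JC-1 transporter substrate | doses = one concentration, 6.6 µM final | incubation = 10 min at 25 °C | signal = flow cytometric JC-1 green MFI at 530 nm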
Avidin fluor = compound fluoresces at 488/530 nm on avidin beads. compound fluorescence 488/530 nm, flow cytometry; hits give high values. fluorescence (KMESF) at 10 µM. 220,000 tested, 0.38% active. AID 1775; in the data active = fluorescence above about 47; also: inactives centre near 10
Bcl-W Bim block = human Bim-Bcl-W interaction inhibition; Q92843; bead-based flow cytometry, Bim peptide-Bcl-W binding; inhibition, % at 10 µM; 190,000 tested, 0.02% active;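 also: 0% = bound tracer without compound and 100% = peptide blocker; higher means less fluorescent Bim peptide bound to Bcl-W beads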
Target sequence (Q92843 whole entry, looked up): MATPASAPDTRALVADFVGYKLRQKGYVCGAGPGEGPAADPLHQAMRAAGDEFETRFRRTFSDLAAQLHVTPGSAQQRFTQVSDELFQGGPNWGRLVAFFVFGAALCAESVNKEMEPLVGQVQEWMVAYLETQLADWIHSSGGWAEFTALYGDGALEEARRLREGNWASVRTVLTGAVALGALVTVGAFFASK
Bcl-2 Bim block = inhibitors of Bim-Bcl-2 interaction, human; Bead-based flow cytometry, Bim peptide-Bcl-2 binding; 190,000 tested, 0.06% active; inhibition, % at 10 µM; AID 950; P10415; in the data active = inhibition above about 40%;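 also: 0% = no compound wells with probe peptide and 100% = reference peptide inhibitor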
RGS4-Gao reg = human RGS4-Galphao interaction regulation. binding response (% of control), % at 10 µM. 220,000 tested, 0.33% active. P09471. Multiplexed bead flow cytometry, RGS4-Galphao binding; actives lie on both sides. AID 1415; in the data active = binding response below about 49% or above about 150%; inactive = in between;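 also: fluorescent Galphao activated with aluminum fluoride binding bead-coupled RGS4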
Target sequence (P09471 whole entry, looked up): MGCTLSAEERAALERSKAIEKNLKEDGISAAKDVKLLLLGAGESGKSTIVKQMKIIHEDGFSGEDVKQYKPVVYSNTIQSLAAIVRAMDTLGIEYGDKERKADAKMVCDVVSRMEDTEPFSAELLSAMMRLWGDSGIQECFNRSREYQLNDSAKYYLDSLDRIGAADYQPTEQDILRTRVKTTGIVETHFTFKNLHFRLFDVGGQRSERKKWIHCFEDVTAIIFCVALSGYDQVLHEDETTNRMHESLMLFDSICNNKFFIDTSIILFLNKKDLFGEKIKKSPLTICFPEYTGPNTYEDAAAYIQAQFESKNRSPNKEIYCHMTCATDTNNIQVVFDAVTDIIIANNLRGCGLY
ABCB1 block = inhibitors of human ABCB1 transporter, ABCG2 counter-screen; CCRF-Adr cells, JC-1 efflux, flow cytometry; 190,000 tested, 0.067% active; P08183; AID 1326; inhibition, % at 6.6 µM; in the data active = inhibition above about 40%;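 also: 0% = vehicle and 100% = reference inhibitor; higher value means more JC-1 retained so stronger ABCB1 efflux block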
Bim-Bfl-1 = inhibitors of Bim-Bfl-1 interaction, human; 190,000 tested, 0.12% active; inhibition, % at 10 µM; Bead-based flow cytometry, Bim-Bfl-1 binding inhibition; Q16548;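 also: 0% = wells without compound plus tracer and 100% = blocker peptide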
GSH fluor = GSH bead compound fluorescence profile | GSH beads flow cytometry, compound fluorescence 488/530 nm; hits give high values | 190,000 tested, 0.25% active | fluorescence (KMESF) at 10 µM; in the data active = fluorescence above about 89;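 also: glutathione beads carrying GST-tagged Bcl family fusion proteins plus one bare bead set; values are compound well signal with DMSO vehicle wells as background; inactives centre near 16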
Bim-Bcl-XL = inhibitors of Bim-Bcl-XL interaction, human. Bim peptide-Bcl-XL binding, bead flow cytometry, fluorescence. inhibition, % at 10 µM. 190,000 tested, 0.04% active. AID 1007
Target sequence (Q07817 whole entry, looked up): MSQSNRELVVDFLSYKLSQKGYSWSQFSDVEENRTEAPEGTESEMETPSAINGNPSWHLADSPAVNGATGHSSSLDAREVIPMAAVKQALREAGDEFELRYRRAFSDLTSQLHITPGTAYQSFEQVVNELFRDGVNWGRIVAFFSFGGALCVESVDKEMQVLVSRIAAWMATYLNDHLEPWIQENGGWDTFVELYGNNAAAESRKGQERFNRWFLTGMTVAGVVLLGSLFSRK
RGS7-Gao reg = human RGS7-Galphao interaction regulation; AID 1439; Multiplexed bead flow cytometry, RGS7-Galphao binding; actives lie on both sides; 220,000 tested, 0.35% active; P09471; binding response (% of control), % at 10 µM; in the data active = binding response below about 49% or above about 150%;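 also: fluorescent Galphao held in activated GDP-AlF4 state binding bead-coupled RGS7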
Numbers without * were called inactive; [ ] = another dose, or the depositor's remark. Rule as the data show it, unless noted: active = inhibition above about 40%.

SMILES	Bim-Bcl-B	ABCG2 inh	Avidin fluor	Bcl-W Bim block	Bcl-2 Bim block	RGS4-Gao reg	ABCB1 block	Bim-Bfl-1	GSH fluor	Bim-Bcl-XL	RGS7-Gao reg
CN(C)C(=O)c1ccc2c(c1)n(C)c(=O)n2C	-5	1	9	-6	-3	92	0.4	-3	29	-2	94
COc1ccc(CCNC(=O)c2ccc(N3CCCC3=O)cc2)cc1OC	-5	9	11	-1	-10	102	0.7	-12	29	8	106
O=C(Cc1ccc(-n2c(=O)c3ccccc3n(Cc3ccc(F)cc3)c2=O)cc1)NCC1CCCO1 (stereo not given)	-3	6	9	1	4	94	1.0	0	6	1	94
O=C(Nc1nc(-c2ccc(Cl)s2)cs1)c1ccco1	-12	8	10	0	-2	102	-0.1	4	26	-4	97
Cc1ccc(C)c(N2CCN(C(=O)c3cc4ccccn4n3)CC2)c1	-8	10	26	-3	-9	97	1.1	-6	13	-7	97
C=CCN1CCN(c2ccncc2S(=O)(=O)N2CCOCC2)CC1	-6	-1	7	0	-8	101	-0.2	-11	39	0	100
O=C(Nc1ccc(Cc2ccncc2)cc1)c1cc(F)c(F)cc1Cl	-1	11	22	0	2	100	0.2	-1	8	0	112
COc1ccccc1OCC(=O)Nc1cccc(-c2nnc(-c3ccco3)o2)c1	4	25	8	2	0	97	2.5	4	9	0	95
CCOC(=O)C1CCCN(C(=O)c2cc3ccccc3oc2=O)C1 (stereo not given)	0	-1	10	1	0	103	-0.3	-4	17	-3	104
CC1(C)C(=O)OC(c2cccn2-c2ccc([N+](=O)[O-])cc2)C(C)(C)C1=O (stereo not given)	-11	-8	16	-3	-8	93	-0.3	-14	16	-6	93
CCn1c(=O)ccc2cc([N+](=O)[O-])ccc21	-3	3	10	0	-2	95	0.8	-5	18	-5	96
COc1ccc(-c2csc3ncn(-c4ccc(C)cc4)c(=O)c23)cc1OC	0	4	4	0	2	98	0.9	4	23	0	97
CCC(=O)N1CCN(c2nc(-c3ccccc3)c3c(c2C#N)CCCC3)CC1	-3	7	7	-4	-3	96	2.8	-2	54	-2	97
Cc1[nH]c2ccccc2c1SCC(=O)N1CCCCCC1	-4	0	11	-1	-3	100	0.0	-4	12	-2	100
Cc1cc(C)c(S(=O)(=O)N2CCN(C)CC2)c(C)c1	-6	0	7	1	-7	106	0.1	-10	50	0	105
O=C(CSc1ccc(-c2ccccn2)nn1)c1ccccc1	1	8	3	1	-2	95	0.8	6	9	0	96
O=C(c1ccc(-c2nnc(Nc3cccc(Cl)c3)c3ccccc23)cc1)N1C[C@H]2C[C@H](C1)c1cccc(=O)n1C2	-1	1	11	-3	0	92	0.1	0	24	1	96
Cc1ccc(S(=O)(=O)NN2C(=O)c3ccccc3NC2c2ccccc2)cc1 (stereo not given)	-1	-1	10	-2	-1	105	-0.3	0	73	1	101
CCOc1ccccc1-n1c(SCC(=O)N(CC)CC)nnc1-c1ccccn1	-4	2	11	-2	-4	107	0.7	-2	43	2	108
O=C(N/N=C/c1cccnc1)c1ccc(CN2c3cccc4cccc(c34)S2(=O)=O)cc1	-3	-4	22	-1	-2	97	-1.0	-1	11	-2	97
CCn1c(SCC(=O)NCc2ccco2)nc2cccnc21	-3	4	11	0	-5	100	0.5	-9	21	0	101
Cc1nc(-c2coc3cc(OCC(=O)O)ccc3c2=O)cs1	0	5	11	0	0	106	0.0	0	34	2	103
COCCNC(=O)Cc1ccc(Br)cc1	2	-7	14	6	7	97	-0.8	7	16	9	104
C/[N+]([O-])=C\c1ccc([N+](=O)[O-])o1	-4	-1	11	0	-2	100	-1.6	-4	16	-1	103
CC1CC(=O)N(Cc2ccccc2)c2ccccc2N1C=O (stereo not given)	-11	1	6	3	-16	96	0.2	-14	61	-1	100

Ordered by molecular weight (low to high): some entries from above
SMILES	Bim-Bcl-B	ABCG2 inh	Avidin fluor	Bcl-W Bim block	Bcl-2 Bim block	RGS4-Gao reg	ABCB1 block	Bim-Bfl-1	GSH fluor	Bim-Bcl-XL	RGS7-Gao reg
Cc1ccc(C)c(N2CCN(C(=O)c3cc4ccccn4n3)CC2)c1	-8	10	26	-3	-9	97	1.1	-6	13	-7	97
CC1(C)C(=O)OC(c2cccn2-c2ccc([N+](=O)[O-])cc2)C(C)(C)C1=O (stereo not given)	-11	-8	16	-3	-8	93	-0.3	-14	16	-6	93
COc1ccc(-c2csc3ncn(-c4ccc(C)cc4)c(=O)c23)cc1OC	0	4	4	0	2	98	0.9	4	23	0	97

Next records.
SMILES	Bim-Bcl-B	ABCG2 inh	Avidin fluor	Bcl-W Bim block	Bcl-2 Bim block	RGS4-Gao reg	ABCB1 block	Bim-Bfl-1	GSH fluor	Bim-Bcl-XL	RGS7-Gao reg
COCCCN1C(=O)CC(C(=O)OC)=C1C	1	7	11	5	0	106	0.7	-3	12	0	102
c1coc(Cn2c(-c3ccco3)nc3ccccc32)c1	-1	2	11	-2	-5	96	0.4	0	25	-3	95
O=C(CSc1ncccn1)NCc1ccccc1	-9	2	12	-1	-10	97	0.6	-15	31	0	97
O=C(c1ccc(Br)cc1)N1CCCC(c2nc(-c3cccs3)no2)C1 (stereo not given)	-6	3	10	-1	0	100	1.8	-6	9	-5	101
CC(=O)N1CCCc2cc(S(=O)(=O)NCCC3=CCCCC3)ccc21	-1	2	13	-2	0	97	1.4	0	24	-4	96
Cc1ccc(S(=O)(=O)N2CCN(C)CC2)cc1[N+](=O)[O-]	4	-1	8	2	0	101	0.0	0	17	3	101
CC(C)n1c(N2CCN(C(=O)Nc3ccc(F)cc3F)CC2)nc2ccccc21	-8	5	12	-4	-9	103	0.5	-10	34	-6	101
Cc1ccc(-n2c(=O)c3c(C)c(C)sc3n(Cc3cc(=O)n4ccccc4n3)c2=O)cc1C	1	27	8	-1	0	103	26	2	26	0	106
COc1cc(/C=N/N(C)c2ccccc2)cc(Cl)c1O	-18	-1	10	4	-6	99	-0.5	8	11	0	96
Cc1ccc(C(=O)OCC(=O)Nc2ncc(C(F)(F)F)cc2Cl)cc1NC(=O)c1ccco1	-5	48	12	1	-5	102	0.4	-10	37	-9	101
Cc1ccc(N(CC(=O)Nc2ccc(F)cc2)S(=O)(=O)N2CCCC2)cc1	-9	23	13	-1	-7	98	0.8	-17	30	-2	95
CCN(CC)S(=O)(=O)c1ccc(NC(=O)CN(c2ccc(OC)cc2OC)S(C)(=O)=O)cc1	-10	3	11	0	-13	107	0.9	-14	26	-2	104
Cc1ccc2[nH]c(=O)c(COC(=O)C3CCCO3)cc2c1 (stereo not given)	3	0	1	7	4	92	0.0	2	59	4	92
COC(=O)CCc1c(C)c(C(=O)c2ccco2)c2ccccn12	4	26	5	4	1	95	0.6	4	13	5	95
Cn1c(SCc2nnc(-c3ccccc3)o2)nc2ccccc21	-11	12	9	-5	-3	104	-2.0	-4	13	-6	102
Cc1cc(SC#N)cc(C)c1NC(=O)CCl	-12	11	20	-6	-3	100	-0.6	-3	11	-4	106
COc1ccc(S(=O)(=O)N2CCC(N3CCN(Cc4ccccc4)CC3)CC2)cc1	-3	-1	7	-5	-8	103	0.5	-6	21	-7	103
CCn1cc(C(=O)N2CCCC2)c(=O)c2cc(S(=O)(=O)N(C)C)ccc21	-6	0	6	0	-9	98	0.9	-8	26	-4	95
COc1cccc(NC(=O)CSc2nc3c(c(=O)n2C)SC(C)C3)c1 (stereo not given)	0	2	5	0	1	104	0.4	1	25	0	101
CC1CCCCN1C(=O)CSc1nnc(Cc2ccccc2)n1C (stereo not given)	-5	1	34	-4	0	98	0.5	-6	16	-7	106
CC[n+]1c(/C=C2/C=C(C)CC(C)(C)C2)sc2ccc(OC)cc21	2	2	95*	1	1	181*[activator]	0.1	4	30	-1	163*[activator]
CCO[C@@H]1OC(C(=O)Nc2ccccc2)=C[C@H](c2coc3ccccc3c2=O)[C@H]1CCCO	1	6	7	0	-6	107	2.8	2	18	-2	107
O=C(C1=C(O)C(=O)N(c2ncccn2)C1c1cccs1)c1ccco1 (stereo not given)	-4	0	14	3	-11	98	-0.1	-11	48	-2	93
NS(=O)(=O)c1ccc(NC(=S)N2CCN(S(=O)(=O)c3ccc(F)cc3)CC2)cc1	-14	-6	12	2	-3	99	-1.2	-1	11	-5	94
O=C(CC(Nc1ccccc1Cl)C(=O)OCC(=O)c1cccs1)c1ccccc1 (stereo not given)	0	4	13	1	0	97	0.9	-1	22	1	97
(cont.)
SMILES	Bim-Bcl-B	ABCG2 inh	Avidin fluor	Bcl-W Bim block	Bcl-2 Bim block	RGS4-Gao reg	ABCB1 block	Bim-Bfl-1	GSH fluor	Bim-Bcl-XL	RGS7-Gao reg
CCOC(=O)C(CC)Sc1ccc2nnc(-c3cccnc3)n2n1 (stereo not given)	-3	10	10	-2	-1	99	0.4	0	12	-2	96
COc1ccc(C2CC(c3ccccc3)=NN2C(=O)COC(=O)c2cnc(Cl)c(Cl)c2)cc1 (stereo not given)	3	3	8	-1	4	101	0.8	9	9	4	101
CC(C)CC(C(=O)NCc1ccccn1)N1C(=O)c2ccccc2C1=O (stereo not given)	-3	4	7	-3	-4	102	1.0	2	55	-7	95
COc1ccc(C(=O)OCCN=C2NS(=O)(=O)c3ccccc32)cc1OC	-2	5	9	-6	-2	100	0.9	0	16	-3	98
C/C(=N/N1CCN(Cc2cccc3ccccc23)CC1)c1cccnc1	-2	3	11	0	-3	103	0.5	-5	20	-3	97
O=C(CCN1C(=O)c2ccccc2C1=O)N1CCC(c2ccccc2)C1 (stereo not given)	-2	1	33	-3	-1	101	0.7	-5	13	-1	101

Profiles, quoted from the list.
Record of CCOC(=O)C(CC)Sc1ccc2nnc(-c3cccnc3)n2n1 (stereo not given) = Bim-Bcl-B = -3; ABCG2 inh = 10; Avidin fluor = 10; Bcl-W Bim block = -2; Bcl-2 Bim block = -1; RGS4-Gao reg = 99; ABCB1 block = 0.4; Bim-Bfl-1 = 0; GSH fluor = 12; Bim-Bcl-XL = -2; RGS7-Gao reg = 96
Record of COc1ccc(C(=O)OCCN=C2NS(=O)(=O)c3ccccc32)cc1OC = Bim-Bcl-B = -2; ABCG2 inh = 5; Avidin fluor = 9; Bcl-W Bim block = -6; Bcl-2 Bim block = -2; RGS4-Gao reg = 100; ABCB1 block = 0.9; Bim-Bfl-1 = 0; GSH fluor = 16; Bim-Bcl-XL = -3; RGS7-Gao reg = 98
